Pin1 inhibitor: human Pin1 inhibition | Q13526 | 390,000 tested, 0.009% active | AID 504891 | Pin1 FP peptide displacement, HiFluor488, 10 min | Potency, µM (doses to about 115 µM), for inactives: at the highest dose activity, negative = inhibition, usual class: inhibitors; active = well fitted inhibition curve with a large enough effect in the polarisation, with a control signal flat, not every such curve was filed as active; inconclusive = small, poorly fitted or top-dose-only effect, or effect the other way, or a change in a side signal; inactive = no such curve, though single readings can be large or run the other way; the % refers to the polarisation; note: potency is the fitted concentration of half-maximal effect; % is set by controls: 0 for no effect and ±100 for the full control effect
Target sequence (Q13526 whole entry, looked up): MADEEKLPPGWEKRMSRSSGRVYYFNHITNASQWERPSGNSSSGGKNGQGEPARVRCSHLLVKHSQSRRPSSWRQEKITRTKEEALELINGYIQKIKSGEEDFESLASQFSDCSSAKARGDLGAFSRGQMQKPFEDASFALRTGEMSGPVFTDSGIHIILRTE
mIDH1 inhibitor: human IDH1 R132H inhibition; O75874; IDH1-R132H enzyme, NADPH consumption, diaphorase/resazurin fluorescence; Potency, µM (highest dose often 76.6 µM), inactives show at the highest dose activity change, negative = inhibition, most hits filed as inhibitors; 390,000 tested, 0.093% active; AID 602179; note: potency is the fitted concentration of half-maximal effect; % is set by controls: 0 for no effect and ±100 for the full control effect; nearly all actives have a fitted effect of over 65% in size
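IDH1-R132H (0.5 ug/mL dispensed) in pH 7.5 Tris buffer was preincubated 30 min with compound, then given a substrate mix of 0.016 mM NADPH and 2 mM alpha-KG for 80 min at room temperature; remaining NADPH was read by diaphorase/resazurin fluorescence.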
Tb PGK inh: inhibitors of T. brucei phosphoglycerate kinase. PGK/GAPDH coupled, Kinase-Glo luminescence, 60 min. Potency, µM (top dose mostly 57.5 µM), inactives show top-dose activity change, negative = inhibition, usual class: inhibitors. 380,000 tested, 0.043% active. AID 602233; note: potency is the fitted concentration of half-maximal effect; % is set by controls: 0 for no effect and ±100 for the full control effect; nearly all actives have a fitted effect of over 60% in size
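Luminescent ATP detection (Kinase-Glo Plus) follows a 60-minute room-temperature incubation, with wells lacking PGK as controls. Buffer: 100 mM TEA (pH 7.6), 5 mM MgCl2, 0.01% Tween-20. Coupling enzyme GAPDH (100 nM final) supplies unstable 1,3-BPG in-well.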
TrxR1 substrate: rat thioredoxin reductase 1 substrate activity; O89049; purified TrxR1 substrate turnover, NADPH consumption readout; Potency, µM (series often up to 114 µM), for inactives: at the top dose activity change, negative = substrate turnover; 390,000 tested, 0.01% active; note: potency is the fitted concentration of half-maximal effect; % is set by controls: 0 for no effect and ±100 for the full control effect; nearly all actives have a fitted effect of over 50% in size
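Rat TrxR1, dispensed at 90 nM, was prereduced with 400 uM NADPH (final) for 5 min at ~22 deg C, then incubated with compound 15 min before 400 uM selenite. A first-read NADPH fluorescence drop versus no-compound background flagged substrates.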
USP1-UAF1 inh: blocks the human USP1/UAF1 deubiquitinase complex; recombinant USP1/UAF1, Ub-Rhodamine cleavage fluorescence; Potency, µM (top dose mostly 57.1 µM), for inactives: top-dose activity change, negative = inhibition, actives largely listed as inhibitors; 390,000 tested, 0.23% active; note: potency is the fitted concentration of half-maximal effect; % is set by controls: 0 for no effect and ±100 for the full control effect; nearly all actives have a fitted effect of over 60% in size; inactives centre near -12
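High-throughput fluorogenic screen: 1nM USP1/UAF1 complex, Ub-Rho substrate 150nM final, 50mM HEPES pH 7.8 with 0.5mM EDTA, 0.1 mg/ml BSA, 1mM TCEP and 0.01% Tween-20.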
HP1b chromo inh: inhibitors of HP1-beta chromodomain binding to methylated histone tails; AID 540317; 390,000 tested, 0.56% active; AlphaScreen HP1-beta / biotin-H3K9me3 peptide binding; P83916; Potency, µM (highest dose often 114 µM), for inactives: top-dose activity change, negative = inhibition, most hits filed as inhibitors; note: potency is the fitted concentration of half-maximal effect; nearly all actives have a fitted effect of over 70% in size; inactives centre near 23
Target sequence (P83916 whole entry, looked up): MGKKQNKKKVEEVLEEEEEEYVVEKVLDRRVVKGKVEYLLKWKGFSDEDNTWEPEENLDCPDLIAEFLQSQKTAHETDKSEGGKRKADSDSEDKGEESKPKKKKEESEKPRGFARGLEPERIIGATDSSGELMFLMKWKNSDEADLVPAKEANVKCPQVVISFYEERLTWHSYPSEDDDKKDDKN
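AlphaScreen: HP1-beta (50 nM) preformed 30 min with biotin-H3(1-18)K9me3 peptide (50 nM) in PBS pH 7.4, 0.01% Tween-20. Compound added for 30 min at RT, then streptavidin donor/nickel chelate acceptor beads (10 ug/mL) for 30 min.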
GLS inh: blocks human kidney-isoform glutaminase activity. GLS enzymatic activity, qHTS titration. Potency, µM (doses to about 45.5 µM), without a hit: at the top dose activity change, negative = inhibition, most hits filed as inhibitors. 410,000 tested, 0.21% active; note: potency is the fitted concentration of half-maximal effect; % is set by controls: 0 for no effect and ±100 for the full control effect
Target sequence (O94925 whole entry, looked up, canonical isoform): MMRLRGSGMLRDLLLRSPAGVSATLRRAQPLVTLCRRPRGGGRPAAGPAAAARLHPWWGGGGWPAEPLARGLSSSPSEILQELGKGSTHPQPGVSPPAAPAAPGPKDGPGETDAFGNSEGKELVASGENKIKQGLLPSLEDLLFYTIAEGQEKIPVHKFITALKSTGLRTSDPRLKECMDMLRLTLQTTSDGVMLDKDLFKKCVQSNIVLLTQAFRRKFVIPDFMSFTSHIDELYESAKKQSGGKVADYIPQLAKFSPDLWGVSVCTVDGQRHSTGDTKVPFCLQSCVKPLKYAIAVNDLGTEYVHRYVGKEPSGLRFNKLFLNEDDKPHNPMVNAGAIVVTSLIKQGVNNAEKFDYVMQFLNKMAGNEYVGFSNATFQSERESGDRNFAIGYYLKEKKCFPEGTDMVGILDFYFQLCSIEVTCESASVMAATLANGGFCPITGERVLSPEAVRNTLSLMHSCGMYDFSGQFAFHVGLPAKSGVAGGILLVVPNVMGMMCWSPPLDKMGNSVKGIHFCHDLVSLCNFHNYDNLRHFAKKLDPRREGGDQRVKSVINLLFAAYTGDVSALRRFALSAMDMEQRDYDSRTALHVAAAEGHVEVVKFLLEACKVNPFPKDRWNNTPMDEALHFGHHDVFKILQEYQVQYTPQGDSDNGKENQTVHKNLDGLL
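Coupled fluorescence readout: glutamate oxidase/HRP/Amplex Red detect glutamate formed by hKGA from L-glutamine (1 mM solution added). Buffer 45 mM KH2PO4 pH 8.2, 0.02% Tween-20; reads at t0 and 30 min RT.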
TrxR1 inh: inhibitors of rat thioredoxin reductase 1 | AID 588453 | 390,000 tested, 1% active | Potency, µM (highest dose often 114 µM), for inactives: top-dose activity change, negative = inhibition, usual class: inhibitors | recombinant rTrxR1, NADPH fluorescence consumption, selenite substrate; note: potency is the fitted concentration of half-maximal effect; % is set by controls: 0 for no effect and ±100 for the full control effect; nearly all actives have a fitted effect of over 65% in size
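Rat TrxR1 (90 nM in the dispensed reagent) was pre-reduced with 400 uM NADPH for 5 min at room temperature, then incubated with compound for 15 min. After 400 uM selenite was added, NADPH fluorescence (Ex 340/Em 450 nm) was followed for 8 min.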
PI4K2A block: blocks human PI4K2A kinase activity; Q9BTU6; purified PI4K2A, ADP-Glo luminescence, 1 h; hits give low values; activity change, negative = inhibition, % at 76.9 µM; 420,000 tested, 0.13% active; AID 1346378; in the data active = activity change below about -50%; inconclusive = mostly about -30% to -49%;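 note: -100% = wells without enzyme as full effect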
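ADP-Glo luminescence measured ADP generated by PI4K2A enzyme (4 ug/mL before mixing) with 1.2 mM PI substrate (pre-mix) and 300 microM ATP (pre-mix). Tris pH7.5 buffer with MgCl2, Triton X-100; 1 h reaction at ambient temperature.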
* hit, by the source's call; i = inactive; u = inconclusive; x = no result given; & = joins results of further samples; [ ] = remark or other dose. Unless noted, calls come from the whole dose curve; as a rule, active = well fitted curve in the direction sought with a large enough effect; inconclusive = small, poorly fitted or top-dose-only effect, or another doubt; inactive = no such curve, though single readings can be large; an effect the other way counts as inactive or inconclusive. Some of the compounds tested (hit frequency here may not be typical).

SMILES | Pin1 inhibitor | mIDH1 inhibitor | Tb PGK inh | TrxR1 substrate | USP1-UAF1 inh | HP1b chromo inh | GLS inh | TrxR1 inh | PI4K2A block
CC1CCN(C(=O)C2CCCN(S(=O)(=O)c3ccc4c(c3)CC(C)N4C(=O)C3CC3)C2)CC1 (configuration not stated) | 5% | 5% | -10% | 1% | -11% | 1% | 0% | 7% | 2
O=C(CCNC(=O)c1ccco1)Nc1ccc(Cl)c(C(F)(F)F)c1 | 7% | -6% | 4% | 4%[57.1 µM] | -8% | -7% | 3% | 9%[57.1 µM] | 4
COc1ccc(S(=O)(=O)N2CCN(Cc3cccs3)CC2)cc1OC | -1% | 0% | 9% | 6% | -18% | 28% | 3% | 12% | -1
O=C(COC(=O)CCC(=O)N1CCOCC1)Nc1ccc(Br)cc1Br | 2% | 9% | -4% | 11%[57.1 µM] | 1% | 12% | 0% | 8%[57.1 µM] | 1
N=C1C(c2nc3ccccc3c(=O)[nH]2)=C(O)CN1CCO | 0% | 4% | 8% | 23% | -3% | 23% | 13% | -10% | 4
COc1cc2c(cc1OC)CN(Cc1ccc(C)s1)CC2 | -4% | -4% | 7% | -4% | 2% | u | 13% | 5% | 4
Oc1ccc(N=Cc2c(O)ccc3ccccc23)cc1 | u | -1% | -3% | -10% | u | -21% | 12% | 27%[2.29 µM] | u
CN(C)S(=O)(=O)N(CC(=O)Nc1ccc(Br)cc1F)c1ccccc1 | 3% | 23% | 2% | -4% | -15% | 34%[activator] | -11% | 13% | 5
COc1cc(C(=O)NCc2cn3cccc(C)c3n2)cc(OC)c1OC | -6% | -3% | -1% | 3%[57.1 µM] | -16% | 44%[activator] | 0% | 2%[57.1 µM] | 2
O=C(OCC(=O)N1CCc2ccccc21)c1ccccc1 | 4% | 6% | -8% | -6% | -14% | 29% | -16% | -7% | 6
O=C(N/N=C/c1ccc([N+](=O)[O-])o1)c1cn(-c2ccccc2)nc1-c1ccccc1 | u | 0% | -2% | -23%[57.1 µM] | -17% | 24% | -1% | 15%[57.1 µM] | 0
O=C(CCl)NNc1cccc(Cl)n1 | -11% | 4% | -4% | 6%[57.1 µM] | -11% | u | 9% | -10%[57.1 µM] | -10
CC(=O)Nc1cc2c(cc1C(C)=O)OCCO2 | -5% | 3% | -8% | 3%[57.1 µM] | -3% | 51%[activator] | -20% | -5%[57.1 µM] | -1
Cc1cccc(-c2nc(Nc3cccc(O)c3)c3ccccc3n2)c1 | 6% | 7% | -2% | 1% | -16% | 19% | 13% | 24% | 0
CCCCCC(=O)Nc1ccc(N2CCN(C(=O)CCC)CC2)cc1 | -2% | 8% | i | 11%[57.1 µM] | -10% | 10% | 33% | 25%[57.1 µM] | u
COc1cc(S(=O)(=O)NCC2(N3CCCCC3)CCCCC2)ccc1NC(C)=O | -2% | 6% | -12% | 4% | -21% | 9% | -6% | 10% | -1
Fc1ccc(-n2ncc3c(NCCCn4ccnc4)ncnc32)cc1 | 0% | 19% | 0% | 4%[57.1 µM] | -26% | 9% | 4% | -2%[57.1 µM] | -2
CCCC(=O)N1CC(=O)Nc2ccc(Cl)cc2C1c1ccc(F)cc1 (configuration not stated) | -2% | 21% | -2% | -7% | -14% | 7% | -2% | -10% | -3
CCCCCOc1ccc(NC(=O)CCCC(=O)O)cc1 | -5% | 4% | -1% | 10%[57.1 µM] | -2% | 17% | 1% | 6%[57.1 µM] | 1
O=C(/C=C/c1ccc(Cl)cc1)N1CCN(CCN2C(=O)c3cccc4cccc(c34)C2=O)CC1 | 0% | 0% | -1% | -3% | -6% | 30% | 10% | 2% | 0
NC(=O)c1ccccc1NC(=O)Nc1cccc(Cl)c1Cl | -5% | 2% | -4% | 10% | -12% | 17% | -21% | 5% | 11
O=C(O)c1ccc(NS(=O)(=O)Cc2ccc(Cl)c(Cl)c2)cc1 | -1% | 3% | 1% | 7%[57.1 µM] | -19% | 37% | -6% | 6%[57.1 µM] | 0
CC(=O)NC(CC(=O)OC(C)C(=O)Nc1ncc(Cl)cc1Cl)c1ccccc1 (configuration not stated) | -6% | 6% | 11% | -7% | -2% | 16% | 12% | -14% | 0
O=C(Nc1nnc(-c2ccccc2)s1)C1CCCN(C(=O)c2ccoc2)C1 (configuration not stated) | 9% | x | x | 0% | x | u | x | u | x
Cc1ccccc1CS(=O)(=O)Cc1ccc(C(=O)NCc2ccc(F)cc2)o1 | 2% | 0% | 0% | -2%[57.1 µM] | -20% | 32% | -7% | -3%[57.1 µM] | -3
Cc1ccc(/C(N)=N/OC(=O)Cc2ccccc2)cc1 | 5% | 1% | i | 5% | -26% | 117%[activator] | 3% | -2% | -5
NC(=O)c1ccsc1NC(=O)C1CCCCC1 | 0% | 9% | -3% | 5% | -23% | 41%[activator] | 1% | 11% | 88
CC1CCN(C(=O)c2cc(-c3ccc(Cl)c(Cl)c3)on2)CC1 | -2% | 1% | i | -4% | -8% | 57%[activator] | -2% | 11% | -2
c1ccc(CN(Cc2cccs2)C(c2cccs2)c2nnnn2C2CCCC2)cc1 (configuration not stated) | 2% | 6% | 4% | 0% | -15% | 33% | -2% | 7% | 3
CC(C)Cn1c(=O)c2c(nc3n2CC(C)CN3Cc2ccccc2)n(C)c1=O (configuration not stated) | 2% | 1% | -12% | 9% | -12% | 58% | 3% | 15% | 0
Cn1cccc2[nH]c(=O)nc1-2 | -13% | 3% | 13% | 66%[activator] | -3% | -15% | -4% | 10% | -3
CCc1ccccc1NC(=O)/C(C#N)=C\c1ccc(Sc2ccccc2)o1 | u | 0% | x | -4% | u | 6% | 8% | 3% | 10
Cn1cc(C2CC(c3ccccc3)=NN2C(=O)c2ccccc2)c2ccccc21 (configuration not stated) | 30%[activator] | 3% | -6% | 3% | -3% | u | 11% | 19% | -3
O=C(CN1C(=O)CNC1=O)Nc1cccc(C(F)(F)F)c1 | -3% | 2% | -3% | 4%[57.1 µM] | -9% | 29% | -3% | 11%[57.1 µM] | 7
Cc1cc(Br)ccc1NC(=O)CCS(=O)(=O)c1cccc2nonc12 | 10%&2% | 5%&5% | -5%&-14% | 6% | -15%&-8% | 26%&12% | -8%&3% | 1%&2% | 2&-5
Cc1ccccc1-c1nc(CN2CCC(C(=O)NCCCN3CCCC(C)C3)CC2)c(C)o1 (configuration not stated) | -6% | 1% | i | 5% | -13% | 47%[activator] | 5% | 21% | -1
S=c1[nH]nc(C2CC2)n1Cc1ccco1 | -16% | 7% | -13% | 12%[57.1 µM] | -10% | 8% | -1% | -9%[57.1 µM] | 4
CCC(C)(C)NC(=O)CN(Cc1ccc2c(c1)OCO2)C(=O)CCC(=O)Nc1nccs1 | 4% | -5% | 1% | -5% | 2% | 20% | 1% | -3% | -4
Cc1ccc(C(=O)Nc2ccncc2)c(Cl)c1 | -5% | 4% | 9% | -5% | -5% | 45%[activator] | 4% | -7% | -4
COC(=O)c1ccc(NC(=O)CN2CCN(c3cccc(Cl)c3)CC2)cc1 | 4% | 3% | 5% | -13% | -7% | 2% | 20% | -6% | 0
CCC(C(=O)c1ccccc1)P(=O)(NN)c1ccccc1 (configuration not stated) | -3% | 5% | 0% | 7%[57.1 µM] | 0% | 40%[activator] | -2% | 10% | 3
Cc1cc(=O)n2[nH]c(COc3ccccc3)nc2n1 | 6% | 10% | 4% | 6%[57.1 µM] | -10% | 32% | 0% | 5% | -6
CCCNC(=O)c1ccc2c(c1)ncn2-c1ccccc1OC | -1% | 4% | -1% | 4%[57.1 µM] | -15% | -7% | -20% | 22%[57.1 µM] | 4
CC(Sc1nc(-c2ccccc2)cc(C(F)(F)F)n1)C(=O)N1CCOCC1 (configuration not stated) | -2% | -4% | -2% | -1%[57.1 µM] | 7% | 19% | -2% | -11%[57.1 µM] | -6
Cc1cccc(CC(=O)OCn2nnc3ccccc3c2=O)c1 | -3% | 10% | 2% | 4%[57.1 µM] | 0% | 53%[activator] | 3% | 7%[57.1 µM] | -1
CCc1cc2c(=O)c(-c3nc4ccccc4n3C)c(C)oc2cc1OC(C)=O | -16% | 18% | -5% | -2% | 5% | 23% | 20% | -1% | 2
CC(NCc1ccc(S(N)(=O)=O)cc1)C(=O)Nc1cc([N+](=O)[O-])ccc1Cl (configuration not stated) | 7% | 7% | -5% | 2%[57.1 µM] | -19% | 12% | 3% | 18%[57.1 µM] | 0
COCCCNc1nc(N)c([N+](=O)[O-])c(NCC2CCCO2)n1 (configuration not stated) | 1% | 0% | i | -12% | -17% | 19% | -16% | -5% | -1
O=C(Nc1ncccc1O)c1ccc2ccccc2c1 | -6% | 0% | i | 1% | -29% | 45% | 14% | 23% | -4

Bioassay records: PubChem BioAssay, National Center for Advancing Translational Sciences (NCATS)
